# Compound activity deposited in PubChem by several laboratories.
# ANO1 block: TMEM16A chloride channel inhibitors, primary screen, cell-based, HTS; normalized B-score (activity score, 25-100; higher = stronger inhibition) at 10 µM; actives 1.2% (n = 310,000); AID 588511, 2011; HEK293 TMEM16A/YFP iodide influx fluorescence, ionomycin;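 active means ratio plate-corrected score three or more library SD toward inhibition, starting fluorescence score within five deviations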;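 further: score derived from kinetic fluorescence span divided by baseline fluorescence per well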
# SKKanGAS inh: S. pyogenes SKKanGAS growth inhibitors in kanamycin, primary screen, streptokinase expression inhibitor project, SKKanGAS strain, BacTiter-Glo luminescence; inhibition, % at 7.5 µM; 6 h; actives 1.3% (n = 300,000); AID 1662, 2009;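 active means mean replicate score, as percent of positive control median, at least 50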;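 further: strain carries kanamycin resistance gene driven by streptokinase promoter and grows in 40 µg/ml kanamycin; loss of luminescence reflects streptokinase promoter inhibition or plain growth inhibition; 0% = median of DMSO wells and 100% = positive control at its reference dose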
# TRPC4 act: activators of mouse TRPC4 channel, primary screen, Fluo4 calcium, HEK293 TRPC4beta/mu-opioid cells; Short transient receptor potential channel 4 (Mus musculus), Q9QUQ5; Fluo4 calcium fluorescence; hits give high values; B-score at 10 µM; actives 0.49% (n = 310,000); AID 2237, 2010;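 active means B-score above 5 SD of library B-scores, and initial fluorescence ratio not above library mean plus 5 SD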;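 further: positive B-score marks a calcium rise read as TRPC4 activation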
#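 Assay system – TRPC4beta and mu-opioid receptor HEK293 stable cells · Measured by – Fluo4 fluorescence, kinetic · Schedule – dye loading 45 min room temperature, 110 s kinetic read · Read-out – B-scored integrated calcium fluorescence ratio · Controls – buffer and maximal DAMGO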
# MrgX1 PAM: positive allosteric modulators of MrgX1, primary screen, HEK293 cells, Fluo-4 calcium flux | AID 588675, 2011 | B-score at 10 µM | FDSS; hits give high values | actives 0.63% (n = 310,000) | Mas-related G-protein coupled receptor member X1 (Homo sapiens), Q96LB2;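 active means plate-corrected calcium response at least 3 library SD above typical, normal starting fluorescence, not activating the receptor alone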;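 further: compound read alongside a low EC10 to EC30 dose of BAM8-22 agonist; peak minus trough fluorescence over baseline measured at the second addition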
# TRPC6 act: mouse TRPC6 channel activators, primary screen, cell-based, HEK293, membrane potential dye | Short transient receptor potential channel 6 (Mus musculus), Q61143 | HEK293-TRPC6 membrane potential dye fluorescence; hits give high values | B-score at 10 µM | actives 0.13% (n = 310,000);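 active means B-score of the integrated fluorescence ratio above library mean plus 3 SD, and starting fluorescence ratio within library mean plus 5 SD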;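 further: higher score means more depolarization so channel activation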
# Target sequence (Q61143 whole entry, looked up): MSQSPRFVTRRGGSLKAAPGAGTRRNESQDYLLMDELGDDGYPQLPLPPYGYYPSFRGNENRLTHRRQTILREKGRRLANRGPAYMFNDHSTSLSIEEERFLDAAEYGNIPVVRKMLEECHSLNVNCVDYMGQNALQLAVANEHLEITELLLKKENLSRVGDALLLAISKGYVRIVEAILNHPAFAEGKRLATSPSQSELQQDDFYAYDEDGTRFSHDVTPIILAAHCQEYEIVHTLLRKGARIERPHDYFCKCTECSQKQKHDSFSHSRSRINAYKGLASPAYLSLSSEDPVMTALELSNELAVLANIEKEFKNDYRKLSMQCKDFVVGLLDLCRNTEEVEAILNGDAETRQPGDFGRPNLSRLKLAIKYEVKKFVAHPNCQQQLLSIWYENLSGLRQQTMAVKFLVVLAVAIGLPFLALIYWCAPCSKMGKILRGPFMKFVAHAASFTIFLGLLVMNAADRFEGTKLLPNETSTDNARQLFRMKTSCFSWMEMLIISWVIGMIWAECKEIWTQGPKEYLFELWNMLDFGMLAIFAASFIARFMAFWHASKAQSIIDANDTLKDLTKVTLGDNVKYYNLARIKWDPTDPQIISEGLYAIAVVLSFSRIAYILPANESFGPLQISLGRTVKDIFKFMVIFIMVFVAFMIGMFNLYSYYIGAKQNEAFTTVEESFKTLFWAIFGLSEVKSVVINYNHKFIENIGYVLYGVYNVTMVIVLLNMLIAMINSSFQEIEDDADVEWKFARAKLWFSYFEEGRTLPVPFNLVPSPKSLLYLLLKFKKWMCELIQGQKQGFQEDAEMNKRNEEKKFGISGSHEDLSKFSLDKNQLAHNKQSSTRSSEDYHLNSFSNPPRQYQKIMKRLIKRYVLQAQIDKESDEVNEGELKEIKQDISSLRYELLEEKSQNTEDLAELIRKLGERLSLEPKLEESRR
# MrgX1 antagonist: antagonists of human MrgX1 receptor, primary screen, HEK293 cells, Fluo-4 calcium flux; BAM8-22 antagonism; hits give low values; B-score at 10 µM; actives 1.3% (n = 310,000); AID 588676, 2011;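 active means calcium-response B-score plate-corrected more than 3 library SD below zero, starting fluorescence within 5 deviations, no agonist response on first addition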;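 further: peak minus trough fluorescence over baseline after final BAM8-22 challenge near maximal dose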
# MrgX1 ag: agonists of human MrgX1 receptor, primary screen, HEK293 cells, Fluo-4 calcium flux | Mas-related G-protein coupled receptor member X1 (Homo sapiens), Q96LB2 | Fluo-4 calcium fluorescence, agonist mode; hits give high values | B-score at 10 µM | actives 0.44% (n = 310,000) | AID 588627, 2011;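 active means calcium response B-score plate-corrected fluorescence ratio at least 3 library SD, with starting fluorescence B-score inside 5 SD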
#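 Material: MrgX1-expressing HEK293 cells / Dosing: compound as first of three additions / Incubation: overnight seeding, then 1 h dark dye loading / Signal: Fluo-4 NW calcium fluorescence / Evaluation: B-scored fluorescence response ratio / Benchmarks: positive and negative control wells on each plate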
# TRPC4 block: inhibitors of mouse TRPC4 channel, primary screen, Fluo4 calcium, HEK293 TRPC4beta/mu-opioid cells; Short transient receptor potential channel 4 (Mus musculus), Q9QUQ5; DAMGO-evoked Fluo4 calcium flux; hits give low values; B-score at 10 µM; actives 0.39% (n = 300,000); AID 2247, 2010;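 active means B-score over 3 SD under the library average, no early fluorescence shift, positive overall ratio signal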
#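 Assay system: HEK293 cells with stable TRPC4beta plus mu-opioid receptor expression; Probe or stimulus: DAMGO in two steps, submaximal then maximal; Dosing: single-point compound dosing; Measured by: Fluo4 calcium-dye fluorescence, kinetic read; Read-out basis: B score from integrated Fluo4 fluorescence ratio.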
# TMEM16A act: TMEM16A chloride channel activators or potentiators, primary screen, cell-based, HTS. actives 0.3% (n = 340,000). B-score at 10 µM. HEK293 TMEM16A/YFP-H148Q/I152L, iodide quench fluorescence; hits give low values. AID 623877, 2012;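 active means fluorescence-ratio B-score plate-corrected deviation score at least 3 library SD below zero, with starting fluorescence score within 5 deviations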;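 further: channel opened by trigger with iodide after compound preincubation; score built on the fluorescence ratio of max minus min over baseline; more negative score means more quench and so TMEM16A activation or potentiation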
# TRPC6 inhibitor: mouse TRPC6 channel inhibitors, primary screen, cell-based, HEK293, membrane potential dye | ACh-evoked depolarization; hits give low values | B-score at 10 µM | actives 1.1% (n = 310,000);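 active means B-score under library mean minus 3 SD, initial fluorescence not abnormally high, positive integrated signal ratio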;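 further: B-score derived from integrated fluorescence ratio over the kinetic read; more negative B-score means stronger inhibition of depolarization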
# TRPC4 PAM: positive allosteric modulators of TRPC4, primary screen, cell-based, mouse TRPC4beta, HEK293 mu-opioid, Fluo-4 calcium. Short transient receptor potential channel 4 (Mus musculus), Q9QUQ5. DAMGO EC20, Fluo-4 Ca2+ flux; hits give high values. B-score at 10 µM. actives 0.42% (n = 310,000). AID 2227, 2009;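 active means B-score of calcium response area above 5 SD of library B-scores, with initial fluorescence ratio within 5 SD of library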;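 further: B-score of integrated fluorescence ratio over time as area under calcium response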
# The depositor's hits bear a star; i = inactive; . = no result given.
canonical_smiles,ANO1 block,SKKanGAS inh,TRPC4 act,MrgX1 PAM,TRPC6 act,MrgX1 antagonist,MrgX1 ag,TRPC4 block,TMEM16A act,TRPC6 inhibitor,TRPC4 PAM
Cc1cc(/C=C2\NC(=O)N(Cc3ccc(Cl)cc3)C2=O)c(C)n1C,i,.,.,i,.,i,i,.,i,.,.
CCOc1ccc(N2CC(C(=O)NCCc3ccc(F)cc3)CC2=O)cc1 (stereo not given),i,-2,i,i,i,i,i,i,i,i,i
COc1ccc(-n2c(=S)[nH]c3sc4c(c3c2=O)CCc2ccccc2-4)cc1,i,15,i,i,i,i,i,i,.,i,i
O=c1cc(CN2CCC3(CC2)OCCO3)c2c(ccc3ccccc32)o1,i,2,i,i,i,i,i,i,i,i,i
O=C(CCn1c(=O)oc2ccccc21)Nc1ccc2c(c1)OCCO2,i,-5,i,i,i,i,i,i,i,i,i
Cc1c(O)c(=O)ccn1Cc1ccccc1,i,8,i,i,i,i,i,i,i,i,i
COc1cccc(-n2nc(-c3ccnn3-c3ccc(F)cc3)c(=O)n(C)c2=O)c1,i,-3,i,i,i,i,i,i,i,i,i
COc1cccc(C2C(C(=O)c3cccs3)=C(O)C(=O)N2c2cc(C)on2)c1 (stereo not given),i,17,i,i,i,i,i,i,i,i,i
CC12CCC(C(=O)Nc3ccccc3-n3cccc3)(CC1=O)C2(C)C (stereo not given),i,-1,i,i,i,i,i,i,i,i,i
Cc1cc(NC(=O)c2ccc(F)cc2)ccc1NC(=O)c1ccco1,i,2,i,i,i,i,i,i,i,i,i
O=C(CNC(=O)c1cccs1)NCC(=O)OCc1c(Cl)cccc1Cl,i,-3,i,i,i,i,i,i,i,i,i
C=CCOc1ccc(/C=C/C(=O)OCC(=O)NCc2cccs2)cc1,i,-6,i,i,i,i,i,i,i,i,i
C=CCN(c1cccc(C(F)(F)F)c1)S(=O)(=O)c1cccc(C(=O)OCC(=O)NCCC)c1,i,-10,i,i,i,i,i,i,i,i,i
CN(C)c1ccc(-c2ccc3c(=O)c4ccccc4n(C)c3c2)cn1,i,0,i,i,i,i,i,i,i,i,i
c1ccc(Cc2nnc3sc(-c4ccncc4)nn23)cc1,i,-3,i,i,i,i,i,i,i,i,i
COc1ccc(CCNC(=O)CCC(=O)c2cccs2)cc1OC,i,32,i,i,i,i,i,i,i,i,i
O=C1c2ccccc2NC(c2ccccc2O)N1NS(=O)(=O)c1ccccc1 (stereo not given),i,1,i,i,i,i,i,i,i,i,i
COC(=O)C1=C(C)OC(N)=C(C#N)C1C1CCCCC1 (stereo not given),i,0,i,i,i,i,i,i,i,i,i
O=C(Nc1ccc(F)cc1)NC1CCCCCCC1,i,10,i,i,i,i,i,i,i,i,i
CC(C)(C)c1nc(-c2ccccc2)nc2c1OCCC2,i,5,i,i,i,i,i,i,i,i,i
O=C(CN1CCN(S(=O)(=O)c2ccc(Br)cc2)CC1)N/N=C/c1ccc(Br)s1,i,33,i,i,i,i,i,i,i,i,i
COc1ccc(C(C(=O)Nc2ccc(C(C)C)cc2)N(C)C(=O)c2ccc(=O)[nH]c2)cc1 (stereo not given),i,0,i,i,i,i,i,i,i,i,i
Nc1nn(-c2cccc(F)n2)cc1-c1ccccc1,.,-6,i,.,i,.,.,i,i,i,i
O=C(CN1CCN(Cc2ccccc2)CC1)NC(=O)NCc1ccco1,i,-2,i,i,i,i,i,i,i,i,i
CC(NCc1cccs1)C(=O)NC1CCCCC1 (stereo not given),i,1,i,i,i,i,i,i,i,i,i
CCOCC(O)CS(=O)Cc1ccccc1 (stereo not given),i,-6,i,i,i,i,i,i,i,i,i
COc1ccc(S(=O)(=O)N2CCCCCC2)cc1C(=O)N1CCCCC1,i,-3,i,i,i,i,i,i,i,i,i
CC(C)(Cc1ccc(O)cc1)NC(=O)CC(=O)N/N=C/c1ccc([N+](=O)[O-])cc1,i,2,i,i,i,i,i,i,i,i,i
O=C(CNC(=O)C1CCCCC1)Nc1cc(Cl)cc(Cl)c1,i,4,i,i,i,i,i,i,i,i,i
CC(=O)c1cc(C#N)c(SCC(=O)OC(C)C)nc1C,i,11,i,i,i,i,i,i,i,i,i

# Individual results from the list.
# O=C1c2ccccc2NC(c2ccccc2O)N1NS(=O)(=O)c1ccccc1 (stereo not given) in SKKanGAS inh is listed with 1
# COc1ccc(S(=O)(=O)N2CCCCCC2)cc1C(=O)N1CCCCC1 in SKKanGAS inh is listed with -3

# Remaining list, next part:
canonical_smiles,ANO1 block,SKKanGAS inh,TRPC4 act,MrgX1 PAM,TRPC6 act,MrgX1 antagonist,MrgX1 ag,TRPC4 block,TMEM16A act,TRPC6 inhibitor,TRPC4 PAM
O=C(CN1C(=O)c2ccccc2S1(=O)=O)Nc1ccccc1,i,-5,i,i,i,i,i,i,i,i,i
COC(=O)c1ccc(OS(=O)(=O)N(C)C)cc1,i,4,i,i,i,i,i,i,i,i,i
CC12CCC(c3nnc(SCC(=O)Nc4cccc5ccccc45)nc31)C2(C)C (stereo not given),i,3,i,i,i,i,i,i,i,i,i
COCCCn1c(CCC(=O)O)ccc1-c1ccc(F)cc1,i,-13,i,i,i,i,i,i,i,i,i
Cc1ccc(N(CC(N)=O)C2SC(=O)NC2=O)cc1 (stereo not given),i,-3,i,i,i,i,i,i,i,i,i
COc1ccc(Cc2nc3ccc(C(=O)NC(C)c4cn(C)nc4C)cc3o2)cc1 (stereo not given),i,-5,i,i,i,i,i,i,i,i,i
OCCCNC(=S)Nc1ccc(Nc2ccccc2)cc1,i,-1,i,i,i,i,i,i,i,i,i
COc1cc(OC)cc(-c2nnc(SCC(=O)N3CCCCC3)o2)c1,i,-5,i,i,i,i,i,i,i,i,i
Cc1cc(C)n(-c2nc(N(c3ccccc3)c3ccccc3)nc(-n3nc(C)cc3C)n2)n1,100*,108*,i,i,i,i,i,i,i,i,i
CC1Cc2ccccc2N1C(=O)c1ccc2nccnc2c1 (stereo not given),i,2,i,i,i,i,i,i,i,i,i
COc1ccc(-c2cc(C(F)(F)F)n3nc(C)cc3n2)cc1,i,-3,i,i,i,i,i,i,i,i,i
COc1ccc(-n2c(=O)c3c4c(sc3n3c(=S)[nH]nc23)CCC4)cc1,i,65*,i,i,i,i,i,i,i,i,i
COCCN1CCc2[nH]c(=S)[nH]c(=O)c2C1,i,0,i,i,i,i,i,i,i,i,i
CC(NC(=O)c1cccc(S(=O)(=O)N2CCN(C)CC2)c1)c1ccc(Cl)cc1Cl (stereo not given),i,2,i,i,i,i,i,i,i,i,i
NS(=O)(=O)c1ccc(NC(=O)COC(=O)COc2ccc3ccccc3c2)cc1,i,0,i,i,i,i,i,i,i,i,i
COc1cc(C(=O)NCc2nnc(SCC(=O)Nc3cc(C)on3)o2)cc(OC)c1OC,i,-6,i,i,i,i,i,i,i,i,i
CCOC(=O)c1oc2ccccc2c1COC(=O)CNC(=O)c1cccc(C)c1,i,-2,i,i,i,i,i,i,i,i,i
Cc1nn(-c2ccccc2)c(N)c1N=Nc1ccc(Cl)cc1,i,-15,i,i,i,i,i,i,i,i,i
COc1ccc(C(c2sc3nc(C)nn3c2O)N2CCC(O)CC2)cc1OC (stereo not given),i,0,i,i,i,i,i,i,i,i,i
CCC(=O)Nc1nc(-c2ccccc2)ns1,i,4,i,i,i,i,i,i,i,i,i
COc1ccc(C(C)n2c(C)c3c(C)nnc(C)c3c2C)cc1 (stereo not given),i,4,i,i,i,i,i,i,i,-8.1*,i
CC(=O)c1ccc(NC(=S)N2CCC(Cc3ccccc3)CC2)cc1,i,3,i,i,i,i,i,i,i,i,i
OCC(O)CN(c1ccccc1)c1ccccc1 (stereo not given),i,2,i,i,i,i,i,i,i,i,i
CN(Cc1cccc(-n2cccn2)c1)Cc1cn(C)nc1-c1ccccc1F,i,0,i,i,i,i,i,i,i,i,i
O=c1c2ccccc2nc(-c2cccc(Cl)c2)n1O,i,-8,i,i,i,i,i,i,i,i,i
O=C(/C=C/NNC(=O)c1ccccc1O)c1ccccc1,i,14,i,i,i,i,i,i,i,i,i
COc1ccc(NS(=O)(=O)c2ccc(OC)c3ccccc23)cn1,i,0,i,i,i,i,i,i,i,i,i
Cc1ccc(N2C(=O)C3C(c4ccccc4)(C2=O)C3(c2ccccc2)c2ccccc2)cc1 (stereo not given),i,7,i,i,i,i,i,i,i,i,i
COc1cc(C)c(S(=O)(=O)N2CCOCC2)c(C)c1C,i,1,i,i,i,i,i,i,i,i,i
COc1cc(OC)c2c(=O)cc(-c3ccccc3)oc2c1,i,-4,i,i,i,i,i,i,i,i,i
O=C(O)Cn1c(=O)c2c3c(sc2n(Cc2ccccc2)c1=O)CCCC3,i,10,i,i,i,i,i,i,i,i,i
O=C(CC1Oc2ccc(Cl)cc2NC1=O)NC1CCCCCC1 (stereo not given),i,4,i,i,i,i,i,i,i,i,i
O=c1n(-c2cccc(Cl)c2)c(=O)n2n1CCC2,i,4,i,i,i,i,i,i,i,i,i
CNS(=O)(=O)c1ccc2nc(NC(=O)/C=C/c3ccco3)sc2c1,i,1,i,i,i,i,i,i,i,i,i
